Screening data deposited in PubChem by National Center for Advancing Translational Sciences (NCATS).
GLP-1R agonist – qHTS of GLP-1 Receptor Agonists; AID 624172, 2012; Glucagon-like peptide 1 receptor (Homo sapiens), P43220; 380,000 tested, 0.007% active; Potency, µM (highest dose often 45.6 µM), without a hit: at the top dose activation, hits mostly activators; HEK293 GLP-1R CRE-luciferase, luminescence, 4-6 h; cells express a hypersensitive GLP-1R form; note: potency is the fitted concentration of half-maximal effect; % of control where 0% means no effect
Target sequence (P43220 whole entry, looked up): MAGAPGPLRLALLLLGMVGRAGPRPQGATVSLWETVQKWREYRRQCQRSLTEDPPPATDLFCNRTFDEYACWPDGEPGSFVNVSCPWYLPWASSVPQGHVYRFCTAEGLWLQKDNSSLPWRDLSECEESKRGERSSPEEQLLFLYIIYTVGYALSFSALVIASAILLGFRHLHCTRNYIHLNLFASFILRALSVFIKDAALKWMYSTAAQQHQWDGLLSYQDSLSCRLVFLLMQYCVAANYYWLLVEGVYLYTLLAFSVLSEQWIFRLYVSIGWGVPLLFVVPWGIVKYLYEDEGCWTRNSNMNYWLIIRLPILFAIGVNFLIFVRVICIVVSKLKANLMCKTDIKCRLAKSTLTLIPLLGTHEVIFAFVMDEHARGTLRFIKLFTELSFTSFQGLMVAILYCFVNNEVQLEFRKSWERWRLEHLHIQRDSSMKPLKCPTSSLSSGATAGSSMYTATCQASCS
Abeta rescue – qHTS for compounds that reverse cellular toxicity of Amyloid beta (A-beta) peptide in yeast: Primary Screen; yeast expressing A-beta42, growth rescue, OD600, 48 h; response scale: 0% DMSO, 100% iron-clioquinol control; Potency, µM (doses to about 46.1 µM), without a hit: at the top dose growth rescue, hits mostly activators; 410,000 tested, 0.063% active; AID 1347071, 2019; note: potency is the fitted concentration of half-maximal effect; nearly all actives have a fitted effect of over 55% in size
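Yeast growth medium received pinned compounds, then yeast cells expressing toxic A-beta were added; plates incubated at 30 C for 48 hr. Growth read as absorbance at 600 nm, normalized to DMSO and equimolar FeCl3 plus clioquinol controls.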
pAkt inh – HTS Assay for Inhibitors of Akt Phophorylation: Primary Screen; Neuro2A IGF-stimulated pAkt S473 HTRF, 20 min; hits give low values; activity change, % for hits at 50 µM; 360,000 tested, 0.32% active; in the data active = activity change below about -80%; inconclusive = mostly about -51% to -80%; note: % is set by controls: 0 for no effect and ±100 for the full control effect
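Neuro2A cells (4,500/well, DMEM with 0.5% FBS) were treated with compound at a single 50 µM final concentration, stimulated with 6 nM IGF for 20 min at 37 °C, and lysed. Phospho-Akt Ser473 was read by HTRF as 665/615 ratio ×10^4.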
D3 antag – qHTS of D3 Dopamine Receptor Antagonist: qHTS. max response, negative = inhibition, %. D(3) dopamine receptor (Homo sapiens), P35462. AID 652054, 2013. 360,000 tested, 2.5% active. D3R cells, DiscoveRx beta-arrestin luminescence, antagonist mode; hits give low values; in the data active = max response below about -50%; inconclusive = no clear call, values can overlap the other calls; note: % is set by controls: 0 for no effect and ±100 for the full control effect; mostly tested at two doses, the higher about 12 µM
Target sequence (P35462 whole entry, looked up): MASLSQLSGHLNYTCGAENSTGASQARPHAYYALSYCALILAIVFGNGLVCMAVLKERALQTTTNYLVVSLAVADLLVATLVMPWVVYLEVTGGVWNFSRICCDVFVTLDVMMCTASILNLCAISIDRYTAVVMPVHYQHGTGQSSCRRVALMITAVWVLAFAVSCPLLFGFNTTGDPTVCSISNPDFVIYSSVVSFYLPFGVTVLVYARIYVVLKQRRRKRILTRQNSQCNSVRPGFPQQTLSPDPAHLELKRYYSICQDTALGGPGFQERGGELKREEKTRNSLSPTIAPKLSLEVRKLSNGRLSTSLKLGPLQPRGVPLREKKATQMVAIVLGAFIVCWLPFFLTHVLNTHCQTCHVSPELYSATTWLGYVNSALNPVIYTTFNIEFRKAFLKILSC
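Cells expressing the human receptor were seeded at 1500 cells/well, incubated overnight at 37 degrees C in 5% CO2, then exposed to library compounds with dopamine controls for 90 minutes at 37 degrees C before luminescent detection.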
PTHR1 ag – qHTS for PTHR1 Agonists: Primary Screen; HEK293 GP2 PTHR1 cells, GloSensor cAMP luminescence, 1 h; Potency, µM (doses to about 115 µM), for the others: top-dose activation, usual class: activators; 410,000 tested, 0.075% active; AID 743266, 2014; note: potency is the fitted concentration of half-maximal effect; nearly all actives have a fitted effect of over 55% in size; some results filed as inactive show a strong effect at the top dose; inactives centre near -15; many of its hits are not listed in these tables
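HEK-293-derived GP2 cells expressing PTHR1 and a GloSensor cAMP reporter, 3,000/well, plated overnight, given luciferin plus IBMX (each 0.5 mM as added) for 1 h at 37 °C, then compound for 1 h at 37 °C. Luminescence was read after 15 min at room temperature.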
FUS suppressor – qHTS for Suppressors of FUS Proteinopathy: Primary screen using FUS-linked yeast assay; S. cerevisiae FUS-expressing, growth rescue, OD600, 24 h; Potency, µM (titrated, usually from 76.6 µM), for inactives: at the top dose growth rescue (activation), actives largely listed as activators; 390,000 tested, 0.24% active; AID 1347120, 2019;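 note: potency is the fitted concentration of half-maximal effect; plate controls were DMSO vehicle for no effect and reference control for full effect; nearly all actives have a fitted effect of over 55% in size; some results filed as inactive show a strong effect at the top dose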
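FUS-expressing yeast, raffinose-pregrown, induced in 2% galactose minimal medium at OD 0.005; compounds in a dilution series, 24hr at 30C. Growth restoration read as absorbance at 600 nm. CP55940 positive control, DMSO negative.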
TDP-43 yeast inh – qHTS of TDP-43 Inhibitors. TDP-43 expressing yeast growth rescue, BacTiter-Glo, 24 h. Potency, µM (doses to about 46.1 µM), for the others: at the top dose growth rescue (activation), actives largely listed as activators. 410,000 tested, 1.8% active; note: potency is the fitted concentration of half-maximal effect; % of control where 0% means no effect; nearly all actives have a fitted effect of over 50% in size
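Cell-based yeast growth screen: TDP-43 expression induced in galactose, inoculum OD600=0.02 after raffinose pregrowth to mid-log. Read-out BacTiter-Glo luminescence at 24 hr, 30 deg C; inhibition of toxicity seen as signal increase.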
aSyn yeast inh – qHTS of alpha-syn Inhibitors; Potency, µM (series often up to 46.1 µM), for inactives: top-dose growth rescue (activation), hits mostly activators; Yeast expressing alpha-synuclein, growth rescue, BacTiter-Glo, 24 h; AID 652106, 2013; 370,000 tested, 0.14% active; note: potency is the fitted concentration of half-maximal effect; % of control where 0% means no effect; nearly all actives have a fitted effect of over 65% in size
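Readout is rescue of growth in alpha-synuclein-expressing yeast, so inhibitors of toxicity appear as activators. Growth after 24 hr at 30 deg C in galactose medium is quantified by luminescence.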
GLP-1R inv ag – qHTS of GLP-1 Receptor Inverse Agonists (Inhibition Mode); 410,000 tested, 1.6% active; AID 624417, 2012; Potency, µM (titrated, usually from 38.3 µM), for the others: at the highest dose activity change, negative = inhibition, actives largely listed as inhibitors; HEK293 GLP-1R CRE-luciferase, luminescence, 24 h; GLP-1R form is constitutively active; note: potency is the fitted concentration of half-maximal effect; % is set by controls: 0 for no effect and ±100 for the full control effect; nearly all actives have a fitted effect of over 55% in size
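Seeding at 200 cells/uL, 12 h culture, 24 hr compound treatment, then luciferase reagent and a luminescence read; cells are HEK293 stably expressing a constitutively active GLP-1R plus cAMP-responsive luciferase.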
* = called active by the depositor; i = inactive; ? = inconclusive; . = no result given; [ ] = another dose, or the depositor's remark. Unless noted, calls come from the whole dose curve; as a rule, active = well fitted curve in the direction sought with a large enough effect; inconclusive = small, poorly fitted or top-dose-only effect, or another doubt; inactive = no such curve, though single readings can be large; an effect the other way counts as inactive or inconclusive.

Sample of the layout, 6 compounds:
Sequence of screens: Abeta rescue | FUS suppressor | PTHR1 ag | D3 antag | GLP-1R inv ag | aSyn yeast inh | pAkt inh | GLP-1R agonist | TDP-43 yeast inh
- COc1ccccc1C(O)Cc1nc2ccccc2n1C (stereo unspecified)
  15% | -12% | -83%[inhibitor] | ? | -20% | 1% | i | -4% | 10%
- Cc1cccc(C)c1NC(=S)N(CCCN1CCN(C)CC1)Cc1cccs1
  8% | 9% | i | -6 | 3% | 2% | i | 8% | 10%
- CC(Sc1ccccc1)C(=O)N1CCN(S(=O)(=O)c2cccc(Br)c2)CC1 (stereo unspecified)
  -5% | 38% | i | -10 | ? | ? | i | 3% | ?
- O=C(c1cccs1)N1CCN=C1SCc1ccccc1
  0% | 15% | i | -7 | 19% | 0% | i | 4% | -7%
- CN(C)C(=O)CCc1ccc2c3c([nH]c2c1)[C@]1(CCc2ccccc2)[C@@H](C(=O)N2CCCCC2)C[C@H](CC(=O)NCCCn2ccnc2)C(=O)N1CC3
  6% | 18% | -17% | 41 | 24% | -1% | i | 3% | 14%
- CCc1ccc(NC(=O)C(CC)Sc2nc3cc4c(cc3c(=O)n2Cc2ccco2)OCO4)cc1 (stereo unspecified)
  20% | 20% | i | -22 | 0% | 3% | i | -9% | -13%

Results, repeating the preview:
Sequence of screens: Abeta rescue | FUS suppressor | PTHR1 ag | D3 antag | GLP-1R inv ag | aSyn yeast inh | pAkt inh | GLP-1R agonist | TDP-43 yeast inh
- COc1ccccc1C(O)Cc1nc2ccccc2n1C (stereo unspecified)
  15% | -12% | -83%[inhibitor] | ? | -20% | 1% | i | -4% | 10%
- Cc1cccc(C)c1NC(=S)N(CCCN1CCN(C)CC1)Cc1cccs1
  8% | 9% | i | -6 | 3% | 2% | i | 8% | 10%
- CC(Sc1ccccc1)C(=O)N1CCN(S(=O)(=O)c2cccc(Br)c2)CC1 (stereo unspecified)
  -5% | 38% | i | -10 | ? | ? | i | 3% | ?
- O=C(c1cccs1)N1CCN=C1SCc1ccccc1
  0% | 15% | i | -7 | 19% | 0% | i | 4% | -7%
- CN(C)C(=O)CCc1ccc2c3c([nH]c2c1)[C@]1(CCc2ccccc2)[C@@H](C(=O)N2CCCCC2)C[C@H](CC(=O)NCCCn2ccnc2)C(=O)N1CC3
  6% | 18% | -17% | 41 | 24% | -1% | i | 3% | 14%
- CCc1ccc(NC(=O)C(CC)Sc2nc3cc4c(cc3c(=O)n2Cc2ccco2)OCO4)cc1 (stereo unspecified)
  20% | 20% | i | -22 | 0% | 3% | i | -9% | -13%
- CCOc1ccccc1N1CCN(C/C=C/c2ccc(N(C)C)cc2)CC1
  6% | 11% | i | -14 | ? | 0% | i | -4% | -7%
- COc1ccc(OC)c(C=C2CCc3ccccc3C2=O)c1
  -1% | 20% | i | 10 | ? | -7% | i | 9% | ?
- COC(=O)c1c(C)nc2nonc2c1N
  4% | -39% | i | 11 | -4% | 1% | i | 8% | 3%
- Cc1nn(Cc2ccccc2Cl)c2sc(C(=O)Nc3nccs3)cc12
  5% | 14% | i | -9 | -2% | 3% | i | 22% | -11%
- O=C(Nc1ccc(Cl)c(S(=O)(=O)N2CCCC2)c1)c1cc(=O)[nH]c2ccccc12
  5% | ? | -13% | -7 | -3% | -8% | i | 13% | 6%
- COC(=O)/C(N=Nc1c(C)n(C)n(-c2ccccc2)c1=O)=C(\C)O
  -12% | -4% | i | -21 | 9% | -4% | i | 2% | 11%
- O=C(O)c1cc(-c2cccnc2)nc2ccccc12
  6% | -21% | i | 14 | -7% | -1% | i | 1% | -11%
- CN1CCN(C(=O)C2CCCN(c3ncnc4c3nc3n4CCCCC3)C2)CC1 (stereo unspecified)
  3% | -8% | i | 19 | 1% | 1% | i | -3% | 5%
- Cc1ccc(C(=O)CSc2nnc(-c3ccncc3)n2C)cc1
  13% | 0% | -12% | -11 | 8% | 4% | i | 1% | -13%
- CCOC(=O)c1c(C)n(C)c2cc(-c3cccc(C(F)(F)F)c3)c(O)cc12
  -21% | -15% | i | 0 | 10% | 0% | i | 4% | -4%
- COc1c(Cl)cc(Br)c(OC)c1C(=O)NC(=O)Nc1nc(C)cc(C)n1
  -5% | 6% | i | 5 | 2% | -3% | i | 1% | -27%
- CN(CC1CCCCO1)C(=O)c1cc(COc2ccc(F)cc2Cl)on1 (stereo unspecified)
  -16% | . | -5% | -6 | ? | -1% | i | 19% | 0%
- COc1ccc(NC(=O)CSc2ccccn2)c([N+](=O)[O-])c1
  -18% | -12% | i | -5 | 7% | 7% | i | 7% | 3%
- CCOc1cccc(N2C(=O)CC(N3CCN(c4nc5ccccc5s4)CC3)C2=O)c1 (stereo unspecified)
  19% | 8% | -32%[inhibitor] | 7 | 4% | 5% | i | -10% | 11%
- CC1CC(=O)Nc2ccccc2N1C(=O)COc1ccc2cc(Br)ccc2c1 (stereo unspecified)
  1% | . | i | 12 | 7% | -4% | i | 9% | ?
- C[C@@H]1CCCCO[C@@H](CN(C)S(=O)(=O)c2cn(C)cn2)[C@@H](C)CN([C@H](C)CO)C(=O)c2cc(N(C)C)ccc2O1
  -3% | 8% | -23% | 10 | 7% | -9% | i | -6% | 22%
- CN(/N=C/c1ccc2c(c1)OCO2)c1ccccc1
  -16% | 8% | -47%[inhibitor] | 27 | 6% | -12% | i | -3% | ?
- CC1(Oc2ccc(Cl)cc2)CCN(Cc2csc3ccccc23)C1 (stereo unspecified)
  -15% | 4% | i | -86* | -17% | -2% | i | -4% | 10%
- COc1ccc(-c2cc(C(=O)NCCc3ccccc3)c3c(-c4ccccc4)[nH]nc3n2)cc1
  -7% | 17% | -32%[inhibitor] | . | -1% | . | . | . | ?
- CCCNC(=O)C1CC(=O)N(c2ccc(OCC(=O)Nc3cccc(C)c3C)cc2)C1 (stereo unspecified)
  -8% | -16% | 18% | -23 | -2% | 8% | i | 2% | -4%
- Cc1cccc(N2CCN(Cc3oc(CO)cc(=O)c3O)CC2)c1C
  -21% | 22% | -10% | -21 | -2% | 0% | i | -10% | -10%
- CCC(C(=O)N1CCC(N2CCCCC2)CC1)n1nc(C)c2sc3ccccc3c2c1=O (stereo unspecified)
  . | -9% | i | -9 | -9% | -1% | i | -3% | 0%
- Cc1ccc(-n2c(SCC(=O)N3CCC(C)CC3)nc3c([nH]c4ccccc43)c2=O)cc1
  4% | -4% | i | . | 12% | . | . | . | -9%
- COc1ccc(OC)c(/C=C/C(=O)NC2=NCCS2)c1
  21% | 4% | -18% | -21 | 43%[activator] | 1% | i | -1% | 0%
- COc1ccccc1-n1cnnc1SCC(=O)NC1CCCCC1
  12% | 5% | i | 0 | 10% | -1%[1.84 µM] | i | -7% | 2%
- N#Cc1cnc(Nc2nc3ccccc3o2)nc1-c1ccccc1
  -3% | ? | 13% | ? | ? | -1% | i | 1% | 0%
- COc1ccc(N(CC(=O)N2CCc3ccccc3C2)S(C)(=O)=O)cc1
  5% | -7% | -2%[57.5 µM] | -6 | -17% | 18% | i | 2% | 8%
- COc1cccc(C2(O)CCN(C(=O)C3CCC3)CC2)c1
  4% | 3% | i | -16 | -27% | 0% | i | 0% | -10%
- COc1cccc(CNC(=O)C(C(=O)NCc2cccc(OC)c2)c2ncc(C(F)(F)F)cc2Cl)c1
  6% | 15% | -17% | -14 | 31%[activator] | -4% | i | 30% | -17%[0.397 µM]
- Cc1ccc(C)c(NC(=O)c2ccc3c(=O)n4c(nc3c2)CCC4)c1
  -13% | -3% | -19% | 16 | -6% | 2% | i | -8% | 29%
- CCOC(=O)C1CCN(C(=O)c2nn(-c3ccc(C)cc3)c(=O)n(C)c2=O)CC1
  -4% | -10% | i | . | 2% | . | . | . | 0%[9.22 µM]
- CCOc1ccc(NC(=O)CN(C)c2nnnn2-c2ccccc2)cc1OCC
  11% | -3% | i | 7 | -6% | -9% | i | 4% | 11%
- N/C(CN1CCCC1=O)=N\OC(=O)c1ccc(Cl)c(Cl)c1
  10% | 7% | i | -19 | 4% | 0% | i | 0% | 26%
- Cc1ccc(CCNC(=O)C2CCN(S(=O)(=O)c3ccc4nc5c(c(C(=O)O)c4c3)CCCC5)CC2)cc1
  -3% | 21% | i | 3 | 22% | -2% | i | 4% | 3%

These rows are one share of the data (hit frequency here may not be typical).
